# Screens (PubChem)
# HTR5A inv ag: counter-screen for OPRM1-OPRD1 inverse agonists: human HTR5A inverse agonism. HTR5A cell line, luminescence. inhibition, % at 9.3 µM. actives 0.083% (n = 340,000). AID 504634; in the data active means inhibition mostly above about 23%, no sharp cut-off; inactive means mostly below about 18%;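 further: 0% = cells with DMSO and 100% = no-cell wells with DMSO; some compounds called inactive have numbers as strong as hits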
# MOR-DOR ag: OPRM1-OPRD1 heterodimerization agonism. P35372+P41143. cells, luminescence. activation, % at 9.3 µM. actives 0.3% (n = 340,000); in the data active means activation above about 18%;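 further: 0% = vehicle-treated cells and 100% = reference agonist; values of inactives mirror those of a sister screen read the other way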
# PKA-R2B act: activators of human PKA-R2B complex. P22694+P31323. PKA-R2B holoenzyme dissociation, Cy5-IP20 fluorescence polarization; R2B truncated from residue 108, S112A mutant; 0% DMSO only, 100% 113 µM cGMP. activation, % at 11.4 µM. actives 0.079% (n = 340,000). AID 504700;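 active means activation above a cutoff set at the mean over all compounds plus 3 SD, cut at about 18% in these data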;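 further: higher means more holoenzyme dissociation and a rise in polarization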
# Target sequence (P31323 whole entry, looked up, other chains not shown, the tested form may be a part): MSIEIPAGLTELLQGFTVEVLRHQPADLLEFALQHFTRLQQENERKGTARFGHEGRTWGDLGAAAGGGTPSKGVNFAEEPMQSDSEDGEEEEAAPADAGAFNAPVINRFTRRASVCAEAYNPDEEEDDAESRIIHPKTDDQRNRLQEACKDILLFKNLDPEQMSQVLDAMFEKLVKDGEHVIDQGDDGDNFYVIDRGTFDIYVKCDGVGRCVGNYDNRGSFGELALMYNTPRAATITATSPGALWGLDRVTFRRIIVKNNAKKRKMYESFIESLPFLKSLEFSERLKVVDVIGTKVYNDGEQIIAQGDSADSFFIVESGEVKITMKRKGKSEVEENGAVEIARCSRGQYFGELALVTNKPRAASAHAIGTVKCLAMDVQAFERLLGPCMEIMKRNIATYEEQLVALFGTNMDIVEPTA
# DAGLB inhibitor: diacylglycerol lipase beta (human) inhibition | actives 0.059% (n = 340,000) | HEK293T DAGLB membrane lysate, EnzChek fluorogenic substrate | AID 504411 | Q8NCG7 | inhibition, % at 5.17 µM; in the data active means inhibition above about 34%;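 further: 0% = enzyme with vehicle and 100% = wells lacking enzyme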
# Target sequence (Q8NCG7 whole entry, looked up): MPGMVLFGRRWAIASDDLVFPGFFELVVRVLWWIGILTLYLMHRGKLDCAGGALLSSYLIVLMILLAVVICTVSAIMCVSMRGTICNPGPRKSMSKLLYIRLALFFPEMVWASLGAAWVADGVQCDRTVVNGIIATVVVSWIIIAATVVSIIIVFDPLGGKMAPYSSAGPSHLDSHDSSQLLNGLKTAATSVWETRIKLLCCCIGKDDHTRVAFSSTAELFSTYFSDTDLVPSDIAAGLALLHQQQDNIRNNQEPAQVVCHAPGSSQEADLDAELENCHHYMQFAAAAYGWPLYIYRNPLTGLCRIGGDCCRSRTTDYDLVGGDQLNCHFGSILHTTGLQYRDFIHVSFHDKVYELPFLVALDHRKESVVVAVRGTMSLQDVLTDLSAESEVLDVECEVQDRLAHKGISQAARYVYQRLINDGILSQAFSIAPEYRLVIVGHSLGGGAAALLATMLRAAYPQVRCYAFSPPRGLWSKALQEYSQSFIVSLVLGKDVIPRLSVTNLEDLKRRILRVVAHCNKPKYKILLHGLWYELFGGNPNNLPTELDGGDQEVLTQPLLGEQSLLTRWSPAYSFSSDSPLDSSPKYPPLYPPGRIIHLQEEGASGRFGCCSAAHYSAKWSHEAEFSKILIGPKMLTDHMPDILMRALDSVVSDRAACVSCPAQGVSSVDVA
# MOR-DOR inv ag: mu-delta opioid heterodimer inverse agonism; cell-based MOR-DOR heterodimer luminescence; inhibition, % at 9.3 µM; actives 0.21% (n = 340,000); AID 504357; in the data active means inhibition above about 22%, passing the limit was not always enough;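 further: 0% = cells with DMSO and 100% = wells without cells with DMSO; values of inactives mirror those of a sister screen read the other way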
# PKA-R1A activ: activates the PKA-R1A holoenzyme complex | P00514+P68181 | PKA-R1A dissociation, Cy5-IP20 fluorescence polarization; scaled: DMSO 0%, 113 µM cGMP 100% | activation, % at 11.4 µM | actives 0.083% (n = 340,000) | AID 504707;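 active means percent activation above the mean of all tested compounds plus 3 SD, cut at about 19% in these data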;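 further: higher means more PKAc released from R1A so a rise in polarization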
# HTR5A ag ctr: HTR5A agonism, opioid heterodimer counter-screen; activation, % at 9.3 µM; actives 0.61% (n = 340,000); HTR5A agonist assay, luminescence, cell-based; in the data active means activation mostly above about 9.5%, no sharp cut-off; inactive means mostly below about 7.6%;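 further: 0% = cells with vehicle only and 100% = reference agonist; strong numbers were not always called active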
# Arr AP2 block: human beta-arrestin and AP2 interaction inhibition | actives 0.31% (n = 340,000) | FITC-arrestin peptide / GST-AP2 beads, flow cytometry; AP2 beta2 appendage carries R879A mutation | AID 504490 | inhibition, % at 10 µM;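 active means inhibition above a set limit, near 3 SD of compounds lacking own fluorescence, cut at about 54% in these data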;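 further: plate controls were DMSO wells for no effect and 5 µM unlabelled arrestin peptide for full effect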
#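 system = GST-tagged AP2 beta2-adaptin appendage (R879A) on 4 µm glutathione beads | reagent = FITC-labelled arrestin peptide probe, 50 nM final | schedule = compound with beads 12 min RT, then probe 1 h RT | signal = HyperCyt-sampled flow cytometry, FL1 channel, ex 488/em 535 nm | read-out = percent response from loss of bead-bound FITC fluorescence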
# V-ATPase pH: yeast V-ATPase proton transport regulation by pHLuorin; AID 504577; actives 0.37% (n = 350,000); response, % at 10 µM; S. cerevisiae, pHLuorin cytosolic pH fluorescence; in the data active means response mostly above about 7.3%, no sharp cut-off; inactive means mostly below about 5.4%; further: actives read high; inactives centre near 0; some compounds called inactive have numbers as strong as hits; reference of the scale not given here
# Pemphigus Ab inh: inhibitors of pemphigus antibody binding to human desmoglein-3. P32926. DSG3-coupled beads, scFv-anti-DSG3-GFP binding, flow cytometry; stronger effect = lower value. binding (percent of control), % at 10 µM. actives 0.48% (n = 310,000);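 active means binding more than 3 SD below its plate's average and above zero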;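 further: hits lower antibody fragment binding to DSG3; some compounds called inactive have numbers as strong as hits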
# * hit, by the source's call; . = not tested or not shown. Outcome played no part in choosing rows; 2.4% or so of the library scored in one or more.
SMILES,HTR5A inv ag,MOR-DOR ag,PKA-R2B act,DAGLB inhibitor,MOR-DOR inv ag,PKA-R1A activ,HTR5A ag ctr,Arr AP2 block,V-ATPase pH,Pemphigus Ab inh
COc1ccc(CCNC(=O)Cn2c(=O)n(CC3CCCO3)c(=O)c3ccccc32)cc1OC (configuration not stated),-1.3,-2.2,-7.3,-4.2,11.0,1.9,-6.1,-6.9,1.4,100.4
O=C(OCc1ccccc1)N1CCC2CC1c1cc(-c3cc4ccccc4o3)ccc12 (configuration not stated),.,.,-3.2,-19.5,.,-8.4,.,.,-2.7,97.8
Cc1ccc(SC[C@H](Cc2ccccc2)N2CCN(CCc3ccccc3)CCC2=O)cc1,-5.2,10.5,-8.4,-3.0,-58.3,-15.8,10.6,-4.2,4.7,114.9
CC(C)CSc1nnc2c3ccccc3n(C)c2n1,6.5,3.8,-10.7,-7.1,-19.0,-10.4,-1.3,12.7,-0.2,99.3
Cc1nn(-c2ccccc2)c(C)c1C1C(C#N)=C(N)Oc2n[nH]c(C)c21 (configuration not stated),-25.1,0.3,0.0,-1.2,-1.8,0.4,0.3,-5.0,-2.0,104.3
CC(C)(C)OC(=O)N1Cc2ccccc2C[C@H]1C(=O)O,-33.0,-3.7,9.7,1.8,15.6,2.8,8.7,5.6,0.7,104.3
FC(F)(F)COc1ccc(-c2nnc(SCc3c(Cl)cccc3Cl)o2)cn1,-18.2,-1.4,-9.4,-1.6,7.4,-5.7,-2.3,1.9,1.8,115.6
c1ccc(CCNc2nc3ccccc3n3nnnc23)cc1,7.4,0.2,1.4,-0.3,-1.0,10.2,-3.4,-7.5,-0.7,.
Cc1nc(SCC(=O)c2ccccc2)[nH]c(=O)c1Oc1ccc(Cl)cc1,2.6,-2.0,-0.4,9.2,10.8,1.0,5.4,3.4,-1.1,106.6
O=C(COc1ccccc1[N+](=O)[O-])N/N=C/c1ccc[nH]1,20.8,-2.7,-1.1,1.4,13.9,-7.8,-3.5,0.8,1.5,101.2
CC(C)(C)c1ccc(C(=O)Cn2nc(C(=O)O)c3ccccc3c2=O)cc1,35.9,0.4,0.9,-1.3,-2.0,-11.6,-7.2,-4.2,2.8,100.9
COc1cccc(CNC(=O)Cn2ncn3cccc3c2=O)c1OC,-7.5,-1.6,-1.6,-1.6,9.1,-8.5,2.5,-3.6,0.6,95.1
COc1cc(CCCN2CCNC[C@@H]2Cc2ccc(O)cc2)cc(OC)c1OC,-20.4,-1.9,7.0,-1.8,10.5,0.5,-3.8,25.6,2.8,101.1
COc1ccccc1-n1ccn(CC(=O)Nc2ccc(C)cc2Cl)c(=O)c1=O,26.3,-0.3,5.4,1.8,2.3,5.0,-10.1,3.5,-1.7,97.7
CCOC(=O)COc1c(OC)cc(Cl)cc1C1Nc2ccccc2C(=O)N1c1ccccc1 (configuration not stated),8.8,-2.9,-1.7,-1.5,16.1,-0.4,-2.8,-6.7,3.7,102.6
O=C1C=CC(=O)N1Cc1cccnc1,3.0,-2.3,0.5,3.7,11.1,-7.5,-0.8,-19.5,-1.2,114.5
CC(C)CCNC(=O)C1CC(=O)N(CCc2ccccc2)C1 (configuration not stated),-0.5,-2.8,-15.8,-0.7,12.7,-9.1,0.1,1.4,5.8,95.8
CC1CC(C)CN(C(=O)C2CCN(S(=O)(=O)c3cccc4cccnc34)CC2)C1 (configuration not stated),-10.6,-0.4,-6.6,-2.8,2.0,-5.0,-2.7,12.4,-5.1,96.3
CC(C)(C)n1nnnc1C(c1ccc(Cl)cc1)N1CCCc2ccccc21 (configuration not stated),13.7,-2.2,-6.8,-2.5,12.7,-4.6,2.9,-15.9,2.2,103.0
CCOC(=O)C(NC(=O)OC(C)C)(Nc1nccs1)C(F)(F)F (configuration not stated),26.5,-2.7,-11.6,-1.3,12.6,0.8,0.0,-10.8,0.1,97.4
CS(=O)(=O)N(Cc1ccc(C(=O)NCCSCc2ccco2)cc1)c1ccccc1,11.4,0.0,-1.0,-0.5,0.2,-4.9,-4.4,3.6,-4.4,99.7
Cc1cccc(C(C)Nc2ccc([N+](=O)[O-])cn2)c1 (configuration not stated),-3.1,1.8,8.5,-5.0,-10.5,-6.6,1.2,16.2,-1.9,.
O=C(N/N=C/c1c(Cl)cccc1Cl)c1ccc(F)cc1,-14.7,-0.7,-5.6,-4.1,3.3,-3.0,5.2,-2.3,-3.2,104.5
COCCN1C(=O)N[C@@H](c2ccccc2)C(C(=O)OC)=C1C,-21.6,-1.6,-1.0,-4.5,8.9,1.1,-3.4,23.5,-2.4,98.4
Cc1cccc(OCCCCNCc2ccccc2)c1,3.2,1.0,-0.5,-0.7,-5.9,3.1,-1.3,17.9,0.8,97.2
COc1cc2c(cc1NC(=O)c1ccncc1)oc1ccccc12,-20.1,-1.5,1.9,-3.2,8.7,2.5,7.9,4.0,4.5,76.8
Cc1ccc2c(c1)c1c(n2CC(O)Cn2ccnc2C)C(=O)CCC1 (configuration not stated),-5.3,-1.6,-0.7,-0.1,9.1,3.7,0.1,-6.4,-3.7,100.0
CC(C)(C)Nc1nc(SCC(=O)Nc2ccccc2)nc(N2CCOCC2)n1,-11.3,1.2,-1.6,-3.7,-6.2,-5.6,4.1,19.0,-4.2,104.5
COCCn1c(C)cc(C2=NNC(=Nc3ccc(Cl)cc3Cl)SC2)c1C,-19.8,-0.8,-11.1,1.0,4.4,-15.0,-2.0,-0.8,-0.6,93.9
Cc1nc(N)sc1N=Nc1ccc(Br)cc1,24.7,0.2,-6.3,23.8,-1.3,-11.7,-5.9,-3.8,-3.0,84.1
Cc1ccnc(NC2(C(F)(F)F)N=C(c3ccccc3)NC2=O)c1 (configuration not stated),-13.6,-2.0,2.8,-3.2,10.8,1.6,0.2,-8.2,-1.8,101.2
CCOc1ccc(C(=O)OCC(=O)Nc2cccnc2Cl)cc1OCC,-1.9,-2.3,-10.3,-3.3,9.4,-3.7,0.8,-7.8,-2.1,112.5
Cc1ccc(-c2c(C(=O)N/N=C/c3cccnc3)nnn2-c2nonc2N)cc1,-5.3,-1.2,-0.8,0.2,6.1,6.1,1.0,-8.8,1.4,99.6
O=C(NCc1ccco1)C1CCN(S(=O)(=O)Cc2ccccc2)CC1,-14.7,0.9,-1.4,0.3,-5.8,7.7,5.6,5.0,-1.2,100.5
Cc1ccc2c(c1)c1ncnc(N3CCOCC3)c1n2C,22.0,-0.9,9.8,1.4,4.5,-11.2,-10.0,14.1,-2.5,107.8
COc1ccc(Cn2nnnc2C(C(C)C)N2CCc3ccccc32)cc1 (configuration not stated),-14.3,-0.2,-8.7,-6.3,1.1,-5.5,-1.2,28.6,-4.7,83.1
O=C(Nc1ccc(S(=O)(=O)N2CCOCC2)cc1)c1ccccc1F,2.8,-3.3,7.7,-3.0,15.6,-5.8,-0.8,7.3,-3.7,97.3
Cc1ccc(CC(=O)O/N=C(\N)c2cccc([N+](=O)[O-])c2)cc1,4.1,-1.3,1.4,-6.2,6.6,-3.1,-1.6,27.3,-4.5,99.7
CC1=NNC(=O)C1CC(=O)N/N=C/c1ccncc1 (configuration not stated),-14.3,-0.2,3.4,-0.2,1.2,5.1,-2.7,16.6,-5.9,116.4
CCn1c(SCC(=O)Nc2oc(C)c3c(C)n[nH]c(=O)c23)nc2sc(C)c(C)c2c1=O,1.0,-3.1,2.0,3.7,15.3,4.1,2.8,-10.2,0.8,102.2
C#Cc1ccc(CN2CCC(Oc3ccc(C(=O)NCc4ccccn4)cc3)CC2)cc1,-3.6,-1.8,-0.7,-0.2,9.1,-7.9,4.7,3.5,-0.3,108.5
CN1CC2(Cc3c1ccc1ccccc31)C(=O)OC(C)(C)OC2=O,-29.2,4.1,4.7,2.9,-22.2,0.1,7.2,11.7,-1.9,91.2
CN(Cc1ccco1)C(=O)CSc1nn2c(=O)c(C(C)(C)C)nnc2s1,0.7,-0.8,4.3,1.3,3.3,8.7,-0.2,-3.5,-0.6,.
Cc1cccc(NC(=O)/C(C#N)=C/c2ccccc2Cl)n1,-8.7,-2.9,2.4,-0.7,13.0,7.0,2.5,-10.2,1.4,93.8
COc1ccc(-n2nc(C(=O)NCC(=O)NCCCN3CCN(C)CC3)c3ccccc3c2=O)cc1OC,-23.2,-1.1,6.0,0.5,5.9,-6.5,8.2,-3.9,0.1,114.5
C=C(C)CNC(=S)Nc1sc2c(c1C(=O)OCC)CC(C)(C)OC2,-6.6,2.9,-7.2,-3.5,-14.8,1.1,4.4,-4.8,0.9,96.6
CCOC(=O)c1sc(NC(=O)CSc2nc(C)cc(-c3ccccc3)n2)c(C#N)c1C,2.5,0.5,-4.4,1.2,-2.6,-14.3,3.4,-1.4,-9.0,101.1
CS(=O)(=O)N1CCN(C(=O)NC2CCCCC2)CC1,-1.2,-0.6,-8.6,-0.4,3.7,-2.0,0.4,5.6,1.2,105.7
N#CC1=C(SCC(=O)NC2CCCCC2)NC(=O)CC1c1ccco1 (configuration not stated),4.8,-3.5,-4.7,-0.9,17.6,3.7,-1.9,-6.0,2.6,100.5
CCc1nn(CC(=O)NCCC2=CCCCC2)c(=O)c2cc3cc(F)ccc3n12,-24.4,2.1,-2.8,1.8,-10.9,4.6,-4.1,-1.9,-1.8,.
Cc1ccc(NC(=S)N(CCN2CCOCC2)Cc2ccccc2F)cc1Cl,8.8,-3.5,0.3,-6.7,16.7,-6.4,-3.5,-22.9,1.8,113.6
O=C(Oc1nsnc1N1CCOCC1)N(c1ccccc1)c1ccccc1,5.3,-2.9,-8.1,-3.1,14.5,6.6,-5.6,-2.2,1.4,97.4
Cc1cc(OCc2nc(-c3cccs3)no2)cc(C)c1Cl,5.6,1.9,-12.4,-13.7,-10.0,-7.5,-2.0,-7.8,0.2,96.7
CN(C)CC(=O)N1CCc2ccccc2C1,-1.2,-1.5,-2.7,-0.6,8.3,-5.0,4.9,5.5,-1.5,96.5
COc1ccc(NC(=S)NC(=O)/C=C/c2ccccc2)cc1,-21.6,5.7,-2.8,-5.3,-27.1,-1.6,5.8,-6.7,0.6,92.9

# Single records, from the list above. Order of values: HTR5A inv ag	MOR-DOR ag	PKA-R2B act	DAGLB inhibitor	MOR-DOR inv ag	PKA-R1A activ	HTR5A ag ctr	Arr AP2 block	V-ATPase pH	Pemphigus Ab inh
# Cc1ccc(NC(=S)N(CCN2CCOCC2)Cc2ccccc2F)cc1Cl reads 8.8	-3.5	0.3	-6.7	16.7	-6.4	-3.5	-22.9	1.8	113.6
# Cc1cc(OCc2nc(-c3cccs3)no2)cc(C)c1Cl reads 5.6	1.9	-12.4	-13.7	-10.0	-7.5	-2.0	-7.8	0.2	96.7
